Assay outcomes deposited in PubChem by several laboratories.
CF NFkB block: inhibitors of PAF-induced NF-kB signaling, primary screen, cell-based, GFP fluorescence, uHTS | KKLEB NF-kB-GFP reporter, GFP fluorescence overnight | inhibition, % at 5 µM | 360,000 tested, 0.86% active;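 active = at least 50% inhibition at 5 µM, scaled per plate between neutral and stimulator controls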;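 also: PAF is a Pseudomonas aeruginosa culture filtrate used as stimulus; plate controls were PAF-stimulated DMSO wells for no effect and unstimulated DMSO wells for full effect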
KKLEB tox: cytotoxicity in KKLEB CF airway cells, primary screen, cytotoxicity control for CF NF-kB inhibitor project, cell-based, uHTS, fluorescence assay plates; KKLEB CF airway cells viability, ATPlite luminescence, overnight; hits give low values; cells stimulated with P. aeruginosa culture filtrate; activity change (cytotoxicity), % at 5 µM; 360,000 tested, 0.36% active;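 active = corrected activity change at or below -50% at 5 µM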
NR2E3 ag-1: NR2E3 agonists in two-hybrid cells, primary screen, cell-based, luminescence, CHO-S, Gal4-NCOR/VP16-NR2E3. luciferase. inhibition of corepressor binding, % at 3.98 µM. 360,000 tested, 0.35% active. AID 602229, 2012. Photoreceptor-specific nuclear receptor (Homo sapiens), Q9Y5X4;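 active = inhibition above the mean of all tested compounds plus 3 SD, cut at about 70% in these data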;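 also: 0% = DMSO with NR2E3 transfected cells and 100% = cells lacking NR2E3 construct; higher means lower luciferase signal from less NR2E3 corepressor binding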
Target sequence (Q9Y5X4 whole entry, looked up, the tested form may be a part): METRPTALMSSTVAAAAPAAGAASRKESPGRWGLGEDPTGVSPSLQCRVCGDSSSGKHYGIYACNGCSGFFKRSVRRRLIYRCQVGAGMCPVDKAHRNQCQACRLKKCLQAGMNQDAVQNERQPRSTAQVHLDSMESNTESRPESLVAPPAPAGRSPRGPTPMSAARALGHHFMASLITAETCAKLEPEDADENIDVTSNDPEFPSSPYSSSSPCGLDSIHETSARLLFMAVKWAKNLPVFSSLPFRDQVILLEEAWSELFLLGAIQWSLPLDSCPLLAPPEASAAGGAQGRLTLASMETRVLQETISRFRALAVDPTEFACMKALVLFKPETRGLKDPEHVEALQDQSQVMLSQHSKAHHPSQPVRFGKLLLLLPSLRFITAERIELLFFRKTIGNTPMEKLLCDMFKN
Shn3 3UTR inh: reduction of Shn3 3'UTR firefly luciferase signal, primary screen, Schnurri-3 inhibitor project, cell-based, Clone20 osteoblasts, set 2. Clone20 osteoblast Shn3 3'UTR firefly luciferase, 24 h. inhibition, % at 12.5 µM. 360,000 tested, 0.52% active. AID 588674, 2011;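 active = mean inhibition of at least 75% with every replicate also reaching 75%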;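 also: 0% = median of neutral control wells and 100% = pilot-screen positive control compound; some compounds past the cut are filed as inactive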
NR2E3 ag-2: inhibitors of NR2E3-RetCOR corepressor binding, primary screen, NR2E3 agonist project, biochemical, TR-FRET, GST-NR2E3, biotin-RetCOR. Photoreceptor-specific nuclear receptor (Homo sapiens), Q9Y5X4. 1536-well. inhibition of corepressor binding, % at 4.78 µM. 320,000 tested, 0.12% active. AID 2300, 2010;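 active = percent inhibition above the cutoff of mean plus 3 SD of all tested compounds, set per screening campaign, cut at about 20% in these data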;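 also: 0% = DMSO wells and 100% = biotin wells as full block of FRET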
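Material: NR2E3–RetCOR corepressor complex / Amount: 1.35 nM GST-NR2E3 / Medium: Tris pH 7.5 / Compound: single nominal compound dose of 4.8 µM / Incubation: 5 h at 4 °C / Technique: TR-FRET, Eu(K)-anti-GST donor, streptavidin-D2 acceptor, ex 340, em 617/671 nm / Read-out basis: percent loss of FRET ratio relative to control wells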
HIF-2a block: HIF-2a reporter inhibitors, primary screen, luminescence, 786-0 RCC cells. inhibition, % at 18.8 µM. 786-0 RCC cells HIF-2a reporter, luciferase luminescence, overnight. 360,000 tested, 0.72% active;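 active = inhibition of the luminescence signal of 40% or more relative to plate controls, in a single-dose primary screen at 18.75 µM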
TROY signal inh: inhibitors of TROY-driven NF-kB signaling, primary screen, Q293 LMP1-TROYcd cells, NF-kB luciferase, uHTS. Q293 LMP1-TROYcd NF-kB luciferase reporter, 4 h. inhibition, % at 10 µM. 360,000 tested, 0.98% active;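 active = compounds whose plate-normalised and pattern-corrected inhibition of the luciferase reporter signal at the single screening dose is 50% or more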
Peg3 prom inh: Peg3 promoter-driven luciferase inhibitors, primary screen, cell-based, HeLa, luciferase luminescence; AID 588405, 2011; HeLa PEG-Prom luciferase reporter, overnight; inhibition, % at 20 µM; 360,000 tested, 1.7% active;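 active = inhibition of at least 50% at 20 µM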
C8 TRAIL sens: viability loss with TRAIL in NB7+C8 cells, primary screen, TRAIL sensitizer project, cell-based, ATPlite luminescence | inhibition (viability loss, TRAIL sensitization), % at 10 µM | 360,000 tested, 1% active;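 active = compounds causing at least 50% loss of cell viability in the single-dose screen, relative to plate controls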
TWEAK-Fn14 inh: inhibitors of TWEAK-Fn14 signaling, primary screen, luciferase reporter cells, uHTS. TWEAK-stimulated Fn14 reporter cells, luciferase luminescence, 8 h. inhibition, % at 10 µM. 360,000 tested, 2% active. AID 1159606, 2016; in the data active = inhibition above about 50%
TRPM1 prom inh: inhibitors of MITF-dependent TRPM1 promoter reporter, primary screen, cell-based, SK-MEL-5, single point, luciferase; SK-MEL-5 TRPM1 promoter luciferase, 24 h; inhibition, % at 12.5 µM; 330,000 tested, 0.83% active;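 active = mean inhibition across replicates of 60% or more, whatever share of single replicates reaches that level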; also: values of inactives mirror those of a sister screen read the other way
Starred values were filed as active, the others as inactive; nt = not tested or not shown.

SMILES | CF NFkB block | KKLEB tox | NR2E3 ag-1 | Shn3 3UTR inh | NR2E3 ag-2 | HIF-2a block | TROY signal inh | Peg3 prom inh | C8 TRAIL sens | TWEAK-Fn14 inh | TRPM1 prom inh
COc1ccc(O)c(C(=O)c2cnc3onc(C(C)C)c3c2)c1 | -9 | -6 | 10 | -1 | 0 | -48 | -21 | -22 | -8 | -3 | -23
CCCCCCOC(=O)C(C#N)c1nc2ccccc2nc1N1CCOCC1 (configuration not stated) | -5 | -16 | -10 | -5 | 2 | 23 | 7 | 16 | 0 | -3 | -1
COc1cccc(C(=O)NC2CCN(CC(=O)NCc3ccccc3F)CC2)c1 | 6 | -24 | -14 | 12 | 1 | 6 | -3 | -8 | -16 | 0 | -10
CCOc1ccccc1-c1cncc(NC)n1 | -18 | 11 | 3 | -5 | nt | 6 | 0 | 6 | -13 | -6 | nt
Cc1cc(Br)c(NC(=O)CN2CCCC2)c(Br)c1 | 9 | -12 | -36 | -1 | nt | -128 | 0 | -96 | 11 | 0 | -12
CCN1C(=O)CC(NNC(=O)c2ccccc2)C1=O (configuration not stated) | -10 | 1 | -17 | -16 | -2 | 1 | 2 | -9 | 0 | -14 | -17
Nc1c(C(=O)NCCc2ccccc2)sc2nc(N3CCOCC3)c3c(c12)CCCC3 | 12 | -11 | 0 | 9 | 27* | -6 | 14 | 32 | -29 | 1 | 3
CC1CCN(C(=O)CC2C(=O)Nc3c2c(=O)n(C)c(=O)n3Cc2ccccc2)CC1 (configuration not stated) | -3 | 7 | -9 | -3 | -1 | -10 | -4 | 13 | 3 | -13 | -1
CCOc1ccc(C(=O)CCC(=O)N(CC)CC(=O)Nc2c(F)cccc2F)cc1 | 8 | -12 | -29 | -23 | -5 | -30 | -8 | -18 | 4 | -11 | -28
O=C(c1ccc(N2CCOCC2)cc1)N1CCCC(Nc2ccccc2)C1 (configuration not stated) | 0 | 4 | -1 | 2 | 1 | 9 | 4 | -12 | -15 | 6 | 2
O=C(O)c1ccc(CN2C[C@@H](CO)O[C@@H](n3cnc4c(N5CCOCC5)ncnc43)C2)cc1 | -24 | 18 | 0 | 19 | nt | 7 | -2 | 5 | 10 | -9 | nt
COc1ccc(CNC(=O)CC[C@H]2O[C@@H](n3cnc4c(NC(=O)c5ccccc5)ncnc43)[C@H](O)[C@@H]2O)cc1 | -10 | 6 | -4 | 8 | nt | 13 | -1 | 3 | -32 | 15 | nt
O=C1N[C@@H](Cc2ccccc2)C(=O)N2[C@@H]3N(S(=O)(=O)c4ccc(F)cc4)c4ccccc4[C@]3(Br)C[C@@H]12 | 8 | 4 | 6 | 17 | 0 | 22 | 1 | -4 | -4 | 22 | 13
COCCNc1nnc(SCC(=O)Nc2cc(C)on2)s1 | 2 | 0 | -19 | -3 | 2 | 1 | 6 | 12 | -10 | 3 | 1
OC(CNCC1CCCCC1)COc1ccccc1 (configuration not stated) | 5 | 6 | -15 | -17 | 2 | 5 | 1 | 11 | 3 | 0 | 4
Cc1cc(S(=O)(=O)N2CCCC2)ccc1OCC(=O)Nc1ccccc1 | -4 | 10 | -26 | -8 | 1 | 9 | -19 | -3 | -3 | 4 | 9
CC1CCc2sc(C(=O)NN=C3CCC(c4ccccc4)CC3)cc2C1 (configuration not stated) | -2 | 2 | -17 | 21 | 0 | -5 | -18 | -22 | -4 | -5 | -21
CCOC(=O)N1CCN(C(=O)c2cc(S(=O)(=O)N3CCc4ccccc43)ccc2OC)CC1 | 4 | 14 | -4 | -1 | 0 | 9 | -13 | 2 | -3 | -1 | -7
COc1cccc(CNC(=O)COC(=O)c2c(NC(C)=O)sc(C)c2C)c1 | 21 | -17 | -3 | 11 | nt | 0 | -7 | -2 | 14 | -21 | -6
C=CCNc1nc(NCc2ccco2)nc(OCC)n1 | 10 | -14 | -2 | 3 | -3 | 6 | -20 | 5 | 10 | 0 | -3
COc1ccc(N2CCN(Cc3cc(=O)oc4cc5c(cc34)CCCC5)CC2)cc1 | 9 | -7 | -2 | 5 | 0 | 0 | -3 | 19 | 6 | -4 | -1
Cc1cc(-c2nnc3n2N=C(c2ccccc2Br)CS3)n[nH]1 | -1 | 3 | -7 | 30 | 2 | 16 | 26 | 4 | 10 | 18 | 15
CCN(CC(=O)Nc1ccccc1-c1ccccc1)Cc1nc2ccccc2c(=O)[nH]1 | 32 | -20 | -31 | 3 | 3 | 19 | 11 | 41 | 11 | 14 | 17
C/C(=N\Nc1cccc(C(=O)O)c1)c1ccc2c(c1)Nc1ccccc1S2 | 9 | -2 | -56 | -36 | -7 | -145 | -1 | -210 | -8 | -35 | -15
N#Cc1cc2c([nH]c1=S)CCCC2 | -16 | 1 | -16 | -17 | -1 | -4 | 47 | 11 | 0 | 26 | 7

Single values from the list:
`CC1CCc2sc(C(=O)NN=C3CCC(c4ccccc4)CC3)cc2C1` (configuration not stated) in TROY signal inh is listed with -18
`O=C1N[C@@H](Cc2ccccc2)C(=O)N2[C@@H]3N(S(=O)(=O)c4ccc(F)cc4)c4ccccc4[C@]3(Br)C[C@@H]12` in Peg3 prom inh is listed with -4
`CCOc1ccc(C(=O)CCC(=O)N(CC)CC(=O)Nc2c(F)cccc2F)cc1` in TROY signal inh is listed with -8
`CCOc1ccccc1-c1cncc(NC)n1` in C8 TRAIL sens is listed with -13

Marked active in NR2E3 ag-2, of those listed so far:
molecule	CF NFkB block	NR2E3 ag-1	Shn3 3UTR inh	NR2E3 ag-2	HIF-2a block	Peg3 prom inh	TWEAK-Fn14 inh	TRPM1 prom inh
Nc1c(C(=O)NCCc2ccccc2)sc2nc(N3CCOCC3)c3c(c12)CCCC3	12	0	9	27*	-6	32	1	3

One compound at a time (already shown). Screens in order: CF NFkB block, KKLEB tox, NR2E3 ag-1, Shn3 3UTR inh, NR2E3 ag-2, HIF-2a block, TROY signal inh, Peg3 prom inh, C8 TRAIL sens, TWEAK-Fn14 inh, TRPM1 prom inh
`CC1CCN(C(=O)CC2C(=O)Nc3c2c(=O)n(C)c(=O)n3Cc2ccccc2)CC1` (configuration not stated) is entered as -3, 7, -9, -3, -1, -10, -4, 13, 3, -13, -1
`COc1ccc(CNC(=O)CC[C@H]2O[C@@H](n3cnc4c(NC(=O)c5ccccc5)ncnc43)[C@H](O)[C@@H]2O)cc1` is entered as -10, 6, -4, 8, nt, 13, -1, 3, -32, 15, nt

(continued)
SMILES | CF NFkB block | KKLEB tox | NR2E3 ag-1 | Shn3 3UTR inh | NR2E3 ag-2 | HIF-2a block | TROY signal inh | Peg3 prom inh | C8 TRAIL sens | TWEAK-Fn14 inh | TRPM1 prom inh
CC(NC(=O)/C(=C/c1ccc(OC(F)F)cc1)c1ccccc1)c1ccccc1 (configuration not stated) | 6 | -8 | 31 | 26 | 1 | 14 | 20 | 20 | 6 | 11 | 19
CC(C)N1C(=O)S/C(=C/c2ccc3c(c2)n(C)c(=O)n3C)C1=O | -60 | 5 | -20 | 2 | 0 | -82 | -59 | -56 | 8 | -5 | -42
N#C/C(=C\c1ccccc1O)C(=O)Nc1cccnc1 | -9 | 6 | 5 | -77 | -1 | -258 | -18 | -157 | 6 | 38 | -83
O=C(c1ccccn1)N1CCCC(N2CCN(c3cccc(C(F)(F)F)c3)CC2)C1 (configuration not stated) | 5 | -10 | -7 | -7 | -1 | -57 | -11 | -22 | 6 | -12 | -17
Cc1c(NC(=O)CSc2nnnn2C)c(=O)n(-c2ccccc2)n1C | 7 | 0 | -15 | -3 | -2 | -1 | -1 | -4 | 4 | -1 | -4
Cc1cc(C)c(C#N)c(Nc2ccccc2Cl)n1 | 1 | -4 | -16 | -63 | 1 | 10 | -6 | -16 | -2 | -7 | -9
CC(C)c1ccc(NC(=O)Cn2nnc(C(=O)NCc3ccco3)c2N)cc1 | 1 | 8 | -18 | 5 | 1 | 9 | -7 | 15 | 10 | -15 | -2
CS(=O)(=O)c1ccc(Cl)c(NC(=O)C2CC(=O)N(c3ccc4c(c3)OCCO4)C2)c1 (configuration not stated) | 9 | 0 | -3 | 2 | -1 | 15 | 2 | 6 | -12 | 10 | -7
COC(=O)[C@]1(C)N[C@H](CN(C)C(=O)C2CCCCC2)[C@@H]2C(=O)N(Cc3ccccc3)C(=O)[C@@H]21 | -4 | 12 | 4 | 1 | nt | -4 | -5 | 2 | -9 | 7 | 2
O=S(=O)(CCN1CCOCC1)c1ccccc1 | 0 | 9 | -12 | -11 | nt | -1 | -30 | -2 | 2 | 11 | 10
Nc1ncnc2c1ncn2[C@@H]1O[C@H](C(=O)NS(=O)(=O)c2cccc(F)c2)[C@@H](O)[C@H]1O | 13 | -7 | 4 | -1 | nt | 5 | 9 | 3 | -5 | 5 | nt
COc1cc(OC)c(NC(=O)CN(C)S(=O)(=O)c2ccc(-c3ccc(=O)[nH]n3)s2)cc1Cl | 8 | 0 | 3 | 27 | -1 | -10 | -7 | 16 | 3 | -36 | -7
FC(F)(F)c1ccc(-n2cn[nH]c2=S)cc1 | -1 | 2 | 19 | 3 | -4 | 2 | -10 | 12 | 6 | 6 | -3
O=C(O)CCSc1ccc([N+](=O)[O-])cc1[N+](=O)[O-] | 6 | 6 | -3 | -4 | 1 | 10 | 13 | 17 | -4 | -3 | 8
COc1ccccc1N1CCN(C(=O)c2cc(C(=O)N3CCN(c4ccccc4OC)CC3)cc([N+](=O)[O-])c2)CC1 | -2 | -11 | 4 | 3 | 3 | 15 | 1 | 6 | -4 | 1 | -8
O=C(c1ccc2c(Cl)c3c(nc2c1)CCCC3)N1CCC(N2CCCCC2)CC1 | 19 | 2 | 12 | -29 | 4 | -1 | 14 | 25 | -12 | -1 | -8
CCOC(=O)C1CCCN(C(=O)Cc2ccc(OC)c(OC)c2)C1 (configuration not stated) | -12 | -20 | -2 | 10 | 2 | 8 | 7 | 5 | -5 | 5 | -4

Among those listed so far, these have two or more sulfur atoms:
SMILES | CF NFkB block | KKLEB tox | NR2E3 ag-1 | Shn3 3UTR inh | NR2E3 ag-2 | HIF-2a block | TROY signal inh | Peg3 prom inh | C8 TRAIL sens | TWEAK-Fn14 inh | TRPM1 prom inh
COCCNc1nnc(SCC(=O)Nc2cc(C)on2)s1 | 2 | 0 | -19 | -3 | 2 | 1 | 6 | 12 | -10 | 3 | 1
COc1cc(OC)c(NC(=O)CN(C)S(=O)(=O)c2ccc(-c3ccc(=O)[nH]n3)s2)cc1Cl | 8 | 0 | 3 | 27 | -1 | -10 | -7 | 16 | 3 | -36 | -7

The list is partial. The share of hits here may be higher or lower than overall.
